# From PubChem BioAssay
# MC4R antag cAMP: human MC4R antagonism in cAMP assay; inhibition, % at 6.5 µM; MC4R-expressing cells, MTII-stimulated cAMP, LANCE TR-FRET; 360,000 compounds, 0.48% hits; AID 540295;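 active means inhibition above its plate's cutoff, the mean of tested wells on that plate plus 3 SD, cut at about 29% in these data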;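 further: 0% = Melanotan II alone and 100% = Melanotan II plus saturating MCL0020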
# Target sequence (P32245 whole entry, looked up): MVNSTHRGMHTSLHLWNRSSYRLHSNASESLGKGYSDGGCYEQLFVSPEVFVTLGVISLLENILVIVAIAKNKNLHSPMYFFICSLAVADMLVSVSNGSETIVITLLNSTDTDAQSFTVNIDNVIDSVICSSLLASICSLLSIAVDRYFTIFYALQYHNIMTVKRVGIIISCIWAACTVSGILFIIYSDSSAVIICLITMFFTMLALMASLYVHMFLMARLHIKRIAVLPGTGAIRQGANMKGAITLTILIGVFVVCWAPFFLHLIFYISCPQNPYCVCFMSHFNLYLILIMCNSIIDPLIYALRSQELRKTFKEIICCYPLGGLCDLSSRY
#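 Material: U2OS-MC4R stable cell line | Reagent: Melanotan II challenge after compound preincubation | Doses: One concentration, 6.5 µM nominal | Incubation: 30-min compound preincubation, 1-h Melanotan II challenge, 1-h detection, room temperature | Signal: TR-FRET cAMP assay | Replicates: One well per compound, no replicates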
# ABCB6 inh 2: inhibitors of human ABC transporter ABCB6; K562-ABCB6 porphyrin accumulation, flow cytometry, 1 h; stronger effect = lower value; fluorescence ratio to DMSO, % at 10 µM; 360,000 compounds, 0.19% hits;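 active means fluorescence ratio to DMSO below 75%, the collection mean minus 3 SD; inconclusive means too few cells collected in the well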;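 further: signal is porphyrin accumulated inside mitochondria; 100% equals median channel fluorescence of DMSO control wells; lower ratio means ABCB6 inhibition with less porphyrin fluorescence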
# H9c2 protect: myocardial damage modulation in H9c2 cells; protection from H2O2 cell death, % at 20 µM; 360,000 compounds, 0.63% hits; H9c2 cardiomyocytes, H2O2 injury protection, ATPLite, 2 h;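 active means compounds giving at least 50% protection of heart cells from peroxide-induced death in the single-dose screen, raw or plate-pattern-corrected value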;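 further: 0% = DMSO wells with peroxide and 100% = DMSO wells without peroxide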
# aDG glyco up: increases alpha dystroglycan glycosylation. Pro5-aDG cells, alpha-DG glycosylation AlphaScreen (IIH6); 0% Pro5, 100% B10-LARGE cell signal. activation, % at 10 µM. 360,000 compounds, 0.22% hits. AID 624168;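 active means activation of at least 8% versus controls, or a plate z-score of at least 8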;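 further: Pro5 are CHO cells carrying HIG-tagged alpha-DG that lacks glycosylation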
# Exocytosis inh: lytic granule exocytosis inhibition; 360,000 compounds, 0.66% hits; inhibition, % at 10 µM; TALL-104 LAMP-1 surface exposure, flow cytometry; cells stimulated with thapsigargin and PMA;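 active means inhibition above about 55%, limit read from the data; inconclusive means no clear call, values can overlap the other calls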
# m5-HT2A agonist: agonists of mouse serotonin 5-HT2A receptor (HTR2A); P35363; CHO-K1 mHTR2A beta-arrestin complementation, luminescence; percent of 30 µM serotonin response; activation, % at 7.6 µM; 360,000 compounds, 0.66% hits;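 active means activation above a run cutoff, the mean activation of all tested compounds plus 3 SD, cut at about 14% in these data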;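 further: 0% = plate median of compound wells and 100% = 30 µM serotonin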
# Target sequence (P35363 whole entry, looked up): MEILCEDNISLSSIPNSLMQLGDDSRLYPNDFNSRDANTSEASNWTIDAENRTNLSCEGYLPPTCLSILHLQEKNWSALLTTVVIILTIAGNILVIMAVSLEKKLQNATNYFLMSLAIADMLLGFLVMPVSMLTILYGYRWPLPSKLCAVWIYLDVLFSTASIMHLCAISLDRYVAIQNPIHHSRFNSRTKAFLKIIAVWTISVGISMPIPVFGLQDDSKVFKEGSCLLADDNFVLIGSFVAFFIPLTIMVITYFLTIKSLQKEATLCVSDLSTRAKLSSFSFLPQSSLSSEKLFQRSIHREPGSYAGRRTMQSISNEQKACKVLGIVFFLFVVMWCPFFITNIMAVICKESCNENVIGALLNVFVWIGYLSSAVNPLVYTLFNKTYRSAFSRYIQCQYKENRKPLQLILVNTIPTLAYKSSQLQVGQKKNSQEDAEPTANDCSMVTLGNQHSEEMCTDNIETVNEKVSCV
# ABHD5-PLIN5 inh: blocks binding of human ABHD5 to perilipin-5 | AID 602281 | 360,000 compounds, 0.78% hits | inhibition, % at 4 µM | Q00G26+Q8WTS1 | Split G. princeps luciferase complementation, luminescence, 4 h;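 active means inhibition above the mean inhibition across every tested compound plus 3 SD, cut at about 22% in these data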;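 further: 0% = DMSO only wells and the 100% control is not disclosed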
# MC4R barr agon: agonists of human melanocortin 4 receptor (MC4R) beta-arrestin; P32245; U2OS MC4R beta-arrestin complementation, luminescence; percent of melanotan II response, DMSO zero; activation, % at 8.9 µM; 360,000 compounds, 0.98% hits;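 active means activation above a per-plate cutoff, the mean activation of sample wells on that plate plus 3 SD, cut at about 8% in these data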
# hiPSC survival: enhancers of human iPSC single-cell survival; hiPSC single-cell survival, ATPlite luminescence; 100% = ROCK inhibitor wells, 0% = DMSO; survival enhancement, % at 20 µM; 360,000 compounds, 0.044% hits; in the data active means survival enhancement above about 18%;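 further: cells exposed to compounds for 16 hours before the ATP read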
# Glyco luc inh: blocks N-linked glycosylation in D54 reporter cells; D54 ERlucT glycosylation luciferase reporter, 24 h; percent of 100 nM tunicamycin response; reporter increase, % at 12.5 µM; 360,000 compounds, 0.23% hits; AID 588692;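 active means mean luciferase reporter signal, scaled so untreated is 0 and the glycosylation-blocking control 100, at or above a set limit in every replicate; inconclusive means mean reaches the limit but not every replicate does; inactive means mean below the limit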;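 further: luciferase carries N-glycosylation sites so blocking glycosylation raises the light; 0% = median of neutral control wells and 100% = median of 100 nM tunicamycin wells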
# Starred values were filed as active, the others as inactive; ? = inconclusive; nt = no result given.
# Screens in order – MC4R antag cAMP	ABCB6 inh 2	H9c2 protect	aDG glyco up	Exocytosis inh	m5-HT2A agonist	ABHD5-PLIN5 inh	MC4R barr agon	hiPSC survival	Glyco luc inh
C#CCN(C[C@@H]1[C@@H](OC(=O)NCc2ccco2)[C@@H](OC(=O)NCc2ccco2)Cn2c(=O)n(CCCCCC)c(=O)n21)S(=O)(=O)c1ccc(C)cc1
  3	97	-9	0.3	-11	7	0	2.3	-0.7	0
COc1ccc(NC(=O)c2c(N)no[n+]2[O-])c(OC)c1
  14	94	-6	0.3	15	3	4	-0.7	0.1	8
CCOC(=O)C(C)Oc1ccc2c(-c3cccc([N+](=O)[O-])c3)cc(=O)oc2c1 (stereo not drawn)
  -4	100	-8	0.2	0	1	-3	4.1	-0.6	0
COc1ccc(CNC(=O)c2c[nH]c3ccccc3c2=O)cc1
  1	97	28	0.0	-7	0	-2	-1.0	0.4	0
O=C(c1ccc2c(=O)n3c(nc2c1)CCCCC3)N1CCN(c2ccccc2F)CC1
  1	102	8	0.1	2	6	-2	1.3	-1.9	5
CCOC(=O)c1cc2ccccc2n1C1CCN(C)CC1
  nt	97	nt	-0.1	2	-5	-4	nt	0.8	nt
COC(=O)c1sc(NC(=O)c2cc(C)on2)nc1C
  10	94	-1	0.1	-3	4	4	-2.4	-0.2	1
O=C(CC1C(=O)NCCN1C(=O)c1ccc(F)cc1)OCc1ccccc1 (stereo not drawn)
  12	94	2	0.1	1	-6	0	-0.5	0.1	0
O=C(COC(=O)c1ccc([N+](=O)[O-])o1)Nc1ccc(N2CCOCC2)cc1
  -1	102	52*	-0.3	-7	-3	-1	0.3	3.0	2
OCC[C@H]1C[C@H](O)[C@@H](O)[C@]2(CCCO2)O1
  3	99	12	0.0	-11	3	-6	0.1	4.6	3
COc1ccccc1-c1cc(C(=O)Nc2sc3c(c2C#N)CCC(C)C3)c2ccccc2n1 (stereo not drawn)
  7	93	6	-0.2	-1	-3	-1	0.5	-2.6	2
CN(C)S(=O)(=O)c1ccc(NC(=O)c2ccc(Br)o2)cc1
  23	95	4	-0.4	9	-7	5	-0.4	-0.8	2
N#CCCN1CCN(S(=O)(=O)c2ccc(S(=O)(=O)NCC3CCCO3)cc2)CC1 (stereo not drawn)
  2	103	0	0.1	1	-3	-3	0.5	-1.5	0
COc1ccccc1N1CCN(C(=O)c2nn(-c3ccccc3OC)c(=O)c3ccccc23)CC1
  2	98	35	-0.1	0	-7	11	-1.0	1.8	1
COc1ccc(N2CCN(C(=O)COC(=O)[C@@H](NC(=O)c3ccccc3Cl)C(C)C)CC2)cc1
  7	96	1	0.1	-6	2	3	-1.4	-0.2	-1
CC(C)(C)NC(=O)C(c1ccc(O)cc1)N(Cc1ccco1)C(=O)Cn1nnc(-c2cccs2)n1 (stereo not drawn)
  -6	91	6	-0.2	0	-4	16	-0.8	-1.9	-1
O=S(=O)(Nc1c(S(=O)(=O)c2ccccc2)c2nc3ccccc3nc2n1C1CCCCC1)c1ccccc1
  -14	102	-9	2.4	28	3	-23	0.7	-0.4	5
O=C(Nc1ccn(-c2ccccc2)n1)c1ccc(S(=O)(=O)N2CCCCCC2)cc1
  0	95	-4	-0.1	0	-7	-10	-0.7	-0.4	-2
COCCNC(=O)c1ccccc1NC(=O)CCSc1ccccc1
  -3	96	1	-0.1	0	5	-9	-0.3	7.3	1
CCCCn1c(N)c(N(CCOC)C(=O)C2CC(=O)N(c3ccc(CC)cc3)C2)c(=O)[nH]c1=O (stereo not drawn)
  17	99	-3	-0.1	0	0	0	-4.3	0.2	-1
CCCCCC(=O)N/N=C/c1ccco1
  3	95	3	-0.3	-7	-3	-2	-1.2	-2.4	3
Cc1nc(-c2cccc(C(F)(F)F)c2)sc1C(=O)O
  4	111	2	-0.1	2	1	1	-2.5	-1.6	0
CCOC(=O)N1CCN(C(=O)c2ccc3oc(CCCc4ccccc4)nc3c2)CC1
  -1	103	0	0.8	-1	-5	-2	-4.1	0.8	-5
CCOc1ccc(Oc2ccccc2NS(=O)(=O)c2ccc(CCC(=O)O)cc2)cc1
  9	97	-6	-0.2	-6	6	-1	0.4	-0.2	1
O=C(NC(Nc1nc2ccc([N+](=O)[O-])cc2s1)(C(F)(F)F)C(F)(F)F)c1ccccc1Cl
  33*	95	-15	-1.0	7	2	0	1.1	3.6	-7
CN1C(=O)C(=O)/C(=C(/O)c2ccccc2)C1c1ccccc1 (stereo not drawn)
  2	104	5	0.1	?	0	10	-2.2	-0.6	1
COCCNC(=O)/C(C#N)=C/c1ccc(O)cc1
  -5	95	0	-0.3	-8	0	-6	-2.8	-0.5	3
CN(C)S(=O)(=O)c1ccc(NC(=O)c2ccccn2)cc1
  18	96	-7	-0.4	-1	6	-3	1.5	1.0	-3
COc1cc(C2=NOC(C(=O)N3CCCCCC3)C2)cc(OC)c1OC (stereo not drawn)
  1	90	6	0.0	-1	6	8	0.9	-1.8	2
CCOc1ccc(NC(=O)C2CCCN2C(=O)Oc2ccccc2)cc1 (stereo not drawn)
  -3	98	2	0.1	-9	-3	-9	-1.4	-0.5	2
COC(=O)NCC(c1ccc2c(c1)OCO2)N1CCN(c2ccccc2)CC1 (stereo not drawn)
  -4	91	5	0.3	0	-7	0	-2.9	-0.6	-1
COc1ccc(NC(=O)CN2C(=O)COc3ccc(S(=O)(=O)N4CCCCCC4)cc32)cc1
  18	93	-4	0.1	14	6	-5	-1.0	-0.4	-3
CCc1ccc(-c2ccc3nnc(SCC(N)=O)n3n2)cc1
  6	99	-2	0.0	-2	5	7	-1.1	-0.4	5
Cc1ccc(S(=O)(=O)N2CCN(CC(=O)NCC3(N4CCOCC4)CCCCC3)CC2)cc1
  -5	100	3	0.0	-2	4	3	-1.8	-0.6	0
CCCCSCCCNC(=O)c1cn(C)c2ccc(S(=O)(=O)N3CCCC3)cc2c1=O
  8	88	2	-0.2	3	-5	0	0.4	-0.2	1
COc1cccc(NC(=O)Cc2nnc(SCC(=O)NC3CCCC3)n2C)c1
  3	96	-1	0.0	-4	-1	0	0.1	-0.3	-1
CCc1nnc(NS(=O)(=O)c2ccc(NC(=O)c3cccc(OC)c3)cc2)s1
  9	100	-3	0.0	0	-2	5	0.3	-0.7	3
COc1ccccc1-c1nc2n(n1)C(c1ccccc1Cl)C(C(N)=O)=C(C)N2 (stereo not drawn)
  7	102	3	0.0	0	5	0	-1.3	1.1	2
CCCNC(=S)N1CCN(c2nc(-c3cccc(OC)c3)cs2)CC1
  2	96	-4	0.1	2	-8	-6	-1.1	0.1	1
Cn1c2ccc(F)cc2c2ncn(CC3CCCO3)c(=O)c21 (stereo not drawn)
  1	102	-1	0.0	-8	0	-5	0.0	-0.1	-1
CCCc1c2ccccc2nc2ccccc12
  6	102	-9	-0.1	-5	8	0	-1.6	-1.4	-1
CCCC/C=C1\CCc2c([nH]c3ccccc23)C1=O
  -1	94	-2	0.4	-11	-3	-6	-1.6	0.2	3
COc1ccc(S(=O)(=O)NCCC(=O)OCC(=O)NC2CC2)cc1
  11	100	-7	0.3	0	2	7	0.3	0.1	1
O=C(Cn1nnc(-c2ccccc2F)n1)N1CCCCC1
  5	98	1	0.1	-3	-3	-2	-0.4	1.4	-4
S=C1NCCOCCOCCOCCOCCN1
  -1	95	-2	-0.2	2	1	-6	0.2	0.1	3
COc1cc(OC)cc(-c2cc3nc(C)c(CCC(=O)NCc4ccccc4)c(C)n3n2)c1
  14	99	5	0.3	-4	-1	4	0.5	-0.3	-2
O=c1c(-c2ccc(O)cc2)coc2c(C3O[C@H](CO)[C@@H](O)[C@H](O)[C@H]3O)c(O)ccc12 (stereo partly drawn)
  10	106	6	0.0	-4	2	8	0.1	-0.1	0
COc1ccc(C2Nc3ccccc3C(=O)N2NC(C)=O)cc1OC (stereo not drawn)
  -6	99	1	0.1	-6	3	-2	-3.2	-1.0	3
CC(=O)c1c(N2CCCC2)[nH]c(-c2ccccc2)nc1=S
  2	95	-4	0.1	-2	0	-4	-2.2	1.6	4
CCOc1ccc(NC(=O)CN(C)C(=O)c2ccc(C)c(S(=O)(=O)N3CCCCC3)c2)cc1OCC
  11	95	-5	-0.2	0	-4	-5	-1.4	-0.4	0
O=C1ON=C(c2ccccc2)/C1=C/c1ccc(OS(=O)(=O)c2ccccc2)cc1
  0	104	20	-0.2	-5	-3	1	-1.9	-0.5	0
O=C(COC(=O)C12CC3CC(CC(C3)C1)C2)Nc1ccccc1F
  -3	96	-6	-0.2	-1	-1	-10	-0.8	3.0	-1
O=C(c1ccccc1NS(=O)(=O)c1ccc(Br)s1)N1CCOCC1
  2	102	2	-0.2	0	-3	-6	-0.8	-0.5	-1
O=C(O)c1ccc(N2Cc3ccccc3C2)cc1O
  4	104	7	0.0	-2	2	3	-0.8	-0.3	2
O=C(CCN1C(=O)c2ccccc2C1=O)N1CCN(c2ccccc2)CC1
  2	99	5	0.1	-2	-1	1	-1.7	-1.0	1
CCCCn1c(SCC(=O)c2ccc3c(c2)NC(=O)CO3)nc2cc(S(N)(=O)=O)ccc21
  8	99	8	0.1	1	-1	-5	-1.7	-0.4	0
Cc1ccc(NC(=S)N2CCN(c3ccccn3)CC2)cc1C
  4	94	-8	0.0	-2	3	3	-2.6	1.9	0
COc1cccc(C(=O)NCc2ccc(-c3nc4ccccc4s3)cc2)c1
  0	104	-22	1.2	1	-5	2	30*	-0.4	-1
Cc1cccc(CCNC(=O)CCNC(=O)Cn2ccc3ccccc3c2=O)c1
  6	80	-2	-0.3	2	-1	-5	-3.1	-1.2	1
O=C(/C=C/c1ncc(C(F)(F)F)cc1Cl)OCc1ccccc1
  13	102	-3	0.2	0	1	7	2.4	0.1	1

# Other compounds
# Screens in order – MC4R antag cAMP	ABCB6 inh 2	H9c2 protect	aDG glyco up	Exocytosis inh	m5-HT2A agonist	ABHD5-PLIN5 inh	MC4R barr agon	hiPSC survival	Glyco luc inh
CCN(c1ccccc1)c1cc(C)nc2nc(C)nn12
  1	99	-13	0.0	-5	0	1	-0.3	2.9	-5
COc1c(Cl)ccc(Cl)c1C(=O)NCc1ccco1
  5	101	-1	0.0	-2	9	2	-0.8	-0.2	0
COc1ccc(NC(=O)c2sc(=O)n(Cc3ccc4ccccc4c3)c2C)cc1OC
  13	100	-2	-0.1	-3	-7	-1	0.0	0.6	0
C=CCN(c1ccc(C(=O)Nc2cccc([N+](=O)[O-])c2)cc1)S(C)(=O)=O
  4	90	0	0.6	1	-2	3	-0.5	0.5	1
Fc1ccc(-c2nc3c(-c4ccc(F)cc4)cnn3cc2CCN2CCOCC2)cc1
  10	94	6	-0.5	4	5	8	-1.0	2.1	-2

# Not a hit list; about 4.5% have a hit in one of these screens.
